# IL-1B inflam inh: inflammasome signaling inhibition, IL-1 beta readout; THP-1 LPS/ATP IL-1B secretion, AlphaLISA, 16 h; hits give low values; activity change, % at 57.5 µM; AID 743279; actives 4.7% (n = 360,000); in the data active = activity change below about -50%; inconclusive = mostly about -30% to -49%; also: % is scaled to controls: 0 for no effect and ±100 for the full control effect
#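 THP-1 cells pretreated 1 hr with compounds (up to 57.5 uM final), then stimulated with LPS (250 ng/mL final) plus ATP (1.25 mM final); secreted IL-1B measured by AlphaLISA after 16 hr, decreased signal indicating inhibition.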
# WRN helicase inh: inhibitors of human WRN helicase. Q14191. WRN helicase unwinding, fluorescent forked duplex, kinetic. Potency, µM (series often up to 114 µM), for the others: at the highest dose activity change, negative = inhibition, usual class: inhibitors. actives 0.46% (n = 360,000); also: potency is read from the fitted curve at half-maximal effect; % is scaled to controls: 0 for no effect and ±100 for the full control effect; nearly all actives have a fitted effect of over 55% in size
# Target sequence (Q14191 whole entry, looked up): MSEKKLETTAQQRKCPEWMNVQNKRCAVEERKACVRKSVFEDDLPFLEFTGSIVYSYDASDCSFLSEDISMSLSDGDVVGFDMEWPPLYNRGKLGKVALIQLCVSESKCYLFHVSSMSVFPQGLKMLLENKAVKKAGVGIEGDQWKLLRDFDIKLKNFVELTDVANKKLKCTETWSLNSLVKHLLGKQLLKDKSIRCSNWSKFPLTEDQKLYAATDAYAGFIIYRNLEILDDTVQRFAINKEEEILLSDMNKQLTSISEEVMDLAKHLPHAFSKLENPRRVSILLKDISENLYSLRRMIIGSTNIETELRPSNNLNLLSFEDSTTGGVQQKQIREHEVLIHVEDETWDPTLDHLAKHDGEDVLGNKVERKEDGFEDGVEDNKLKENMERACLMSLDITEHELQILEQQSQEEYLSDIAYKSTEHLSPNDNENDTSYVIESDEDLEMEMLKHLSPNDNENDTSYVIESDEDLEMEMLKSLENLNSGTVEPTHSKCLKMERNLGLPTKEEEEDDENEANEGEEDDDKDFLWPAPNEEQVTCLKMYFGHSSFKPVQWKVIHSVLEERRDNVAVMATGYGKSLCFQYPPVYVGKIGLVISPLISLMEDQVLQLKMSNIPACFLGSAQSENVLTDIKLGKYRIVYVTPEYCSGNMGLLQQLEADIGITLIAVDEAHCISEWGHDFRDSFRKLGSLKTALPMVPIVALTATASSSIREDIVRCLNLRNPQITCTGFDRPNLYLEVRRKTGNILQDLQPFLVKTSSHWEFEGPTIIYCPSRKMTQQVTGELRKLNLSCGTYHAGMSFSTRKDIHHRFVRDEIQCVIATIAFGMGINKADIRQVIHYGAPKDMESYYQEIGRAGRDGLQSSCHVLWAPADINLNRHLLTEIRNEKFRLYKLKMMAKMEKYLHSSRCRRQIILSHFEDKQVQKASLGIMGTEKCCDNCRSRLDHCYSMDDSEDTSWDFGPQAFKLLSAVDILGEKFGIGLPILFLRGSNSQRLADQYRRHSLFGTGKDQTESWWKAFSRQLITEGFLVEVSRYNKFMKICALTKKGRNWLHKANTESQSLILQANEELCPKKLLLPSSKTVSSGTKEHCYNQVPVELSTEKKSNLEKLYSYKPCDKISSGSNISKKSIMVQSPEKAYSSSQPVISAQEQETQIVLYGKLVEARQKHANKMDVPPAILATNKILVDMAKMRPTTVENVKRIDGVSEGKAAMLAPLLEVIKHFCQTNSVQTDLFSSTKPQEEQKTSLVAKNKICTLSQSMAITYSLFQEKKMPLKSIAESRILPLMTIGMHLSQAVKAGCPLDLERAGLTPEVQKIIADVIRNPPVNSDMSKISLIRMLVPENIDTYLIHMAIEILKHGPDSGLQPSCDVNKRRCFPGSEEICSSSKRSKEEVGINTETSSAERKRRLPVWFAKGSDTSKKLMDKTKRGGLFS
#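 Primary qHTS, 1536-well format. 20 nM WRN + compound, 15 min RT; start with 100 nM forked fluorophore/quencher duplex, 2 mM ATP (final); kinetic read ex 525/em 598 nm.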
# HT1080NT lethal: kills 2HG-producing HT-1080-NT fibrosarcoma cells; HT-1080-NT fibrosarcoma viability, CellTiter-Glo ATP luminescence, 48 h; AID 686970; Potency, µM (series often up to 46.1 µM), for inactives: at the highest dose activity, negative = less viability, usual class: cytotoxic; actives 1.6% (n = 360,000);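 also: NT is the 2HG producing partner of a matched IDH1 knockdown line; potency is read from the fitted curve at half-maximal effect; 0% = DMSO-treated cells and -100% = media-only wells without cells; nearly all actives have a fitted effect of over 55% in size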
#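 Read-out is CellTiter-Glo luminescence after 10 minutes at room temperature, following 48 hours' compound treatment of HT-1080-NT cells (750 cells/well, RPMI, 5% FBS, 37 degrees C).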
# SW480 rerep: inducers of DNA re-replication in SW480 colon cancer cells | SW480 DNA re-replication, Hoechst DNA content imaging, 48 h | AID 624297 | Potency, µM (highest dose often 46.1 µM), inactives show at the highest dose re-replication activation, most hits filed as activators | actives 1.8% (n = 340,000); also: potency is read from the fitted curve at half-maximal effect; % of control where 0% means no effect; nearly all actives have a fitted effect of over 55% in size
#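 Quantitative HTS format with DMSO vehicle controls; 48 hr drug incubation at 37 C, then 40 min Hoechst staining and scanning imager measurement at 405 nm excitation.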
# ATXN2 expr inh: ATXN2 expression inhibition; actives 0.72% (n = 360,000); AID 1745845; Potency, µM (doses to about 57 µM), for inactives: at the highest dose activity change, negative = inhibition, actives largely listed as inhibitors; HEK-293 ATXN2-luciferase reporter, luminescence, 24 h; also: potency is read from the fitted curve at half-maximal effect; % is scaled to controls: 0 for no effect and ±100 for the full control effect; nearly all actives have a fitted effect of over 55% in size
#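 qHTS (up to 57 uM final) was run with 24 h compound exposure of reporter cells at 37 °C. Each well was multiplexed: SteadyGlo luminescence measured ATXN2-luciferase expression after a fluorogenic Gly-Phe-AFC viability readout (25 uM final).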
# MCF10A rerep: induces DNA re-replication in MCF 10a normal breast cells; MCF 10A DNA re-replication, Hoechst nuclear intensity, 48 h; AID 624296; actives 2.9% (n = 350,000); Potency, µM (doses to about 46.1 µM), inactives show at the top dose activity, positive = re-replication, usual class: activators; also: potency is read from the fitted curve at half-maximal effect; % of control where 0% means no effect; nearly all actives have a fitted effect of over 50% in size
# HT1080 IDH1KD tx: kills HT-1080 cells with IDH1 knockdown; AID 686971; actives 2% (n = 360,000); Potency, µM (highest dose often 46.1 µM), for the others: top-dose activity, negative = toxicity, usual class: cytotoxic; HT-1080 IDH1 knockdown viability, ATP luminescence, 48 h;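 also: potency is read from the fitted curve at half-maximal effect; 0% = DMSO wells and -100% = cell-free medium wells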
#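 % activity derives from luminescence (CellTiter-Glo), normalised to DMSO and no-cell wells. HT-1080-IDH1KD cells, 750/well, had 48 h compound exposure at 37 °C.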
# KB-3-1 tox: KB-3-1 parental cell cytotoxicity. KB-3-1 viability, CellTiter-Glo ATP luminescence, 72 h. AID 1347075. Potency, µM (highest dose often 46.1 µM), inactives show at the top dose activity change, negative = cytotoxic, actives largely listed as cytotoxic. actives 1.4% (n = 400,000); also: potency is read from the fitted curve at half-maximal effect; % is scaled to controls: 0 for no effect and ±100 for the full control effect; nearly all actives have a fitted effect of over 60% in size
#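 Cytotoxicity measured as CellTiter-Glo luminescence after 72 h at 37 C. Compound titrations were pinned onto drug-naive KB-3-1 parental adenocarcinoma cells grown in DMEM with 10% FBS, and normalized data fitted to concentration-response curves.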
# KB-V1 MDR tox: kills drug-selected multidrug resistant KB-V1 cells; actives 3.4% (n = 400,000); KB-V1 MDR cells viability, CellTiter-Glo, 72 h; Potency, µM (doses to about 46.1 µM), without a hit: at the top dose activity change, negative = cytotoxicity, usual class: cytotoxic; also: potency is read from the fitted curve at half-maximal effect; % is scaled to controls: 0 for no effect and ±100 for the full control effect; nearly all actives have a fitted effect of over 60% in size
#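 Cytotoxicity toward P-gp-expressing KB-V1 cells was determined as loss of CellTiter-Glo luminescence after 72 h at 37 degrees C. Compounds were tested in quantitative HTS format across a concentration range, with curves fitted to normalized data.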
# Active calls of the source: *; ? = inconclusive; / = no result given; & = joins results of further samples; [ ] = remark or other dose. Unless noted, calls follow the shape of the dose curve; as a rule, active = well fitted curve in the direction sought with a large enough effect; inconclusive = small, poorly fitted or top-dose-only effect, or another doubt; inactive = no such curve, though single readings can be large; an effect the other way counts as inactive or inconclusive.
SMILES,IL-1B inflam inh,WRN helicase inh,HT1080NT lethal,SW480 rerep,ATXN2 expr inh,MCF10A rerep,HT1080 IDH1KD tx,KB-3-1 tox,KB-V1 MDR tox
Cc1ccccc1N1CCN(C2CCCN(C(=O)CCC(F)(F)F)C2)CC1 (stereo unspecified),0,3%,3%,-34%[inhibitor],18%,23%,4%,3%,-3%
COc1ccc2nc(/N=C(\N)NC(=O)Nc3ccccc3)nc(C)c2c1,-80*,37%[activator],-19%,19%,-33%,?,-27%,-24%,?
Cc1ccc(-c2n[nH]c(=O)c3ccccc23)cc1S(=O)(=O)NCCN1CCOCC1,39,4%,-1%,-5%,4%,1%,-11%,13%,17%
CCCNc1cc(C)oc(=O)c1C(=O)CCC,-13,6%,0%,-10%,-10%,1%,6%,-9%,-2%
CCOC(=O)c1ccc(NC(=O)CNC(=O)C23CC4CC(CC(C4)C2)C3)cc1,-12,-13%,-27%,1%,-11%,?,-22%,24%,-9%
CCOc1cc(/C=N\NC(=O)c2c(C)nc3ccccn23)ccc1O,28,-3%,-2%,-4%,-4%,?,14%,0%,-1%
CN(C)c1ccc(P(=O)(OC2CCCCC2)C(O)c2ccncc2)cc1 (stereo unspecified),2,3%,-1%,-3%,8%,?,-2%,9%,16%
CCNS(=O)(=O)c1ccc(C(=O)OCc2cc(=O)oc3cc(OC)ccc23)cc1,-1,-16%,10%,?,-4%,15µM*,-8%,18%,28%
CC(C)[C@H](NC(=O)c1ccco1)C(=O)OCC(=O)Nc1cccc(F)c1,35,-23%,7%,0%,-28%,0%,20%,?,-3%
C/C(=N/NC(=O)c1ccccc1O)c1ccc(N2C(=O)C3CCCCC3C2=O)cc1 (stereo unspecified),23,-8%,-2%,-4%,4%,-2%,-13%,-4%,?
COc1ccc(-c2cnc3c(NC(C)=O)cc(-c4ccccc4CN(C)C)cn23)cc1OC,-22,-11%,?,/,-1%,/,?,0%,-4%
COc1ccccc1NC(=O)c1ccc(NC(=O)COC(=O)C2(C)CC2(Cl)Cl)cc1 (stereo unspecified),-13,-6%,-2%,-7%,-17%,?,-15%,0%,-11%
COc1cccc(-c2nn(C)c3sc(C(=O)NCc4ccc(C)o4)cc23)c1,0,-18%,-20%,?,30%,?,?,?,?
CNC(=O)N(O)C1N(NC(=O)Nc2ccccc2)C(=S)SC1(C)C (stereo unspecified),-4,0%,8%,?,0%,-1%,6%,5%,7%
O=C1CC2CC1C(C(=O)O)C2C(=O)O (stereo unspecified),7,0%,6%,-2%,4%,0%,?,2%,-2%
CCOC(=O)C1=C(O)/C(=C\c2sccc2C)N=C1C,16,-12%,18%,0%,4%,-4%,20%,0%,25%
Cc1cc(O)c(C=Nc2ccc(N3CCOCC3)cc2)c(C)c1Cl,47,3%,1%,-3%,3%,0%,5%,13%,?
N#CC1=C(Nc2ccc(Br)cc2)CCC1,-20,-4%,-5%,1%,-5%,6%,-4%,-6%,-6%
CCCCC(=O)Nc1cccc(-c2cn3ccsc3n2)c1,-6,-7%,-1%,?,10%,24%,3%,-17%,-26%
COC(=O)c1cnc(Nc2cc(C)ccc2OC)c2ccccc12,7,-4%,-3%,?,-10%,15%,4%,-6%,0%
Fc1cccc(-c2cc3nc4c(c(N5CCC6(CC5)OCCO6)n3n2)CCCC4)c1,-70*,0%,-6%,7%,43%[activator],-5%,0%,5%,18%
Cc1cc2ncn(S(=O)(=O)N3CCOCC3)c2cc1C,-11,-5%,3%,-1%,6%,3%,5%,-3%,14%
COc1cc(/C=C2\C(=O)ON=C2c2ccccc2)cc(Cl)c1O,-15,?,?,1%,?,?,?,?,?
COc1ccc(C(=O)NNC(=O)c2cccc(F)c2)cc1,0,-1%,23%,-1%,/,1%,26%,-13%,-1%
CCOC(=O)c1c(C)[nH]c(C(=O)OCc2ccc(F)cc2)c1C,-22,2%,3%,-1%,48%[activator],9%,11%,11%,1%
OC[C@@H]1CN(Cc2ccccc2)C[C@H](n2cnc3c(N4CCCC4)ncnc32)O1,8,2%,5%,/,7%,/,21%,?,1%
O=C(O)CCC(=O)N1N=C(c2cccs2)CC1c1ccc(Br)cc1 (stereo unspecified),7,-5%,3%,9%,/,-6%,-3%,0%,0%
O=C1C(C2=NC(C(=O)O)C3C(=O)N(c4ccc(Cl)cc4)C(=O)C23)=C(O)c2ccccc21 (stereo unspecified),4,6%,-1%,-2%,-2%,-1%,-1%,-5%,-19%
Clc1ccc(Cc2noc(Cc3ccccc3)n2)cc1Cl,9,-4%,4%,-8%,2%,18%,0%,4%,0%
Cc1ccc(N2C(=O)CC(N(CCc3ccccc3)C(=S)Nc3ccc(N(C)C)cc3)C2=O)cc1 (stereo unspecified),?,-3%[57.1 µM],-8%,?,2%,?,?,0%,-3%
CSc1nc(C)cc(NC(N)=O)n1,25,-13%,7%,-6%,6%,-6%,-1%,7%,?
CC1(C)CC(=O)C/C(=N\NC(=O)c2cccs2)C1,11,-22%,18%,-6%,1%,3%,14%,10%,9%
Cc1nn(-c2ccccc2)c(C)c1C(=O)NNC(=O)C(F)(F)F,/,8%,22%,?,-15%,-23%,13%,6%,1%
CCCOc1ccc(Cl)cc1CN1CCOCC1,22,-7%,-3%,-2%,2%,-1%,2%,-6%,?
CCCc1cc(=O)[nH]c(SCC(=O)N2CCCC2=O)n1,23,-7%,6%,-163%[inhibitor],-11%,8%,0%,17%,3%
Cc1sc2nc(C(C)C)nc(SCC(=O)N3c4ccccc4CC3C)c2c1C (stereo unspecified),25,-5%,8%,-3%,61%[activator],?,17%,-17%,18µM*
COc1ccccc1C(=O)Nc1nc2nc(-c3ccccc3)cc(=O)n2[nH]1,-1,-18%,21%,-2%[9.22 µM],1%&7%,3%,20%,-7%&7%,?
CCOC(=O)C1(Cc2ccccc2)CCCN(CCCn2cccn2)C1 (stereo unspecified),27,11%,0%,2%,-3%,-1%,26%,2%,?
Cc1cc(/C=C(/C#N)c2nc3ccccc3[nH]2)c(C)n1-c1cccc([N+](=O)[O-])c1,-62*,-7%,-13%,5%,0%,3%,-11%,?,?
CC(C)(C)c1cc(=O)n(-c2ccccc2)[nH]1,-97*,-19%,?,?,?,?,?,1%,8%
CCCCN(C(=O)CSCc1ccc(C)cc1)c1c(N)n(Cc2ccccc2)c(=O)[nH]c1=O,?,-11%,?,?,-19%,?,-5%,-2%,-18%
Cc1ccc(C(=O)NCCc2nc3ccccc3[nH]2)cc1[N+](=O)[O-],1,2%,-3%,0%,-32%,0%,-17%,-2%,-6%
O=C(NC1CC1)c1ccc(S(=O)(=O)NC2CCCCCC2)cc1,4,5%,-3%,-3%,-2%,29%,-28%,-32%,16µM*
Cc1c(C(=O)N2CCN(C(c3ccccc3)c3ccccc3)CC2)oc2ccccc12,13,-2%,-12%,0%,/,11%,-14%,-11%,-8%
Cc1cc(C(N)=O)nn1-c1c(Cl)cc(Cl)cc1Cl,16,-2%,0%,-21%,/,2%,-10%,7%,0%
O=C(CSc1nnc(Cc2cccs2)n1C1CC1)NC1CCS(=O)(=O)C1 (stereo unspecified),-16,0%,-7%,23%,7%,?,0%,-20%,3%
O=c1c2[nH]cnc2n(-c2cccc(F)c2)c(=O)n1Cc1ccccc1,0,11%,0%,2%,9%,2%,0%,17%,9%
CCN(CC)C(=O)CSc1ncnc2sc(C)c(C)c12,8,3%,6%,-97%[inhibitor],-38%,-30%,-3%,13%,?

# In a second layout: 4 of the compounds above
# Every second line gives: IL-1B inflam inh, WRN helicase inh, HT1080NT lethal, SW480 rerep, ATXN2 expr inh, MCF10A rerep, HT1080 IDH1KD tx, KB-3-1 tox, KB-V1 MDR tox
> CCOC(=O)C1(Cc2ccccc2)CCCN(CCCn2cccn2)C1 (stereo unspecified)
 : 27, 11%, 0%, 2%, -3%, -1%, 26%, 2%, ?
> Cc1cc(/C=C(/C#N)c2nc3ccccc3[nH]2)c(C)n1-c1cccc([N+](=O)[O-])c1
 : -62*, -7%, -13%, 5%, 0%, 3%, -11%, ?, ?
> CC(C)(C)c1cc(=O)n(-c2ccccc2)[nH]1
 : -97*, -19%, ?, ?, ?, ?, ?, 1%, 8%
> CCCCN(C(=O)CSCc1ccc(C)cc1)c1c(N)n(Cc2ccccc2)c(=O)[nH]c1=O
 : ?, -11%, ?, ?, -19%, ?, -5%, -2%, -18%

# Next section
SMILES,IL-1B inflam inh,WRN helicase inh,HT1080NT lethal,SW480 rerep,ATXN2 expr inh,MCF10A rerep,HT1080 IDH1KD tx,KB-3-1 tox,KB-V1 MDR tox
[O-]/[N+](=C\c1ccncc1)c1ccccc1,-1,?,6%,-6%,20%,2%,1%,9%,16%
COc1ccc2oc(CS(=O)c3ccccc3)c(C(=O)O)c2c1 (stereo unspecified),-7,3%,0%,-1%,/,6%,1%,7%,11%
CC1CCc2cc(F)ccc2N1C(=O)c1cccs1 (stereo unspecified),30,-4%,-1%,0%,-3%,-2%,1%,25%,?
Cc1ccc(OCC(=O)NNC(=O)C(=O)NC(C)(C)C)cc1,-5,-18%,15%,?,4%,23%,0%,-4%,0%
O=[N+]([O-])c1cccc(N=NNc2cccc([N+](=O)[O-])c2)c1,-30,-6%,7%,/,/,/,4%,-13%,0%
COc1ccc(NC(=O)C23CCC(C)(C(=O)C2)C3(C)C)cc1 (stereo unspecified),12,1%,12%,-7%,5%,0%,8%,19%,-5%
Cc1ccc(NC(=O)C(c2ccc(Cl)cc2Cl)N2CCCC2)cc1 (stereo unspecified),-14,-3%,-15%,16%,-4%,?,-16%,0%,1%
Nc1nc(NCc2ccccc2)nc(-c2ccccc2)n1,6,-19%,-1%,-2%,27%,2%,-8%,4%,?
O=c1cc(O)cc2n1CCC2,14,2%[57.1 µM],1%,/,6%,/,-3%,-12%,-11%
